Cycloheximide cs = counter-screen for Shiga toxin inhibitors: cycloheximide protein synthesis inhibition. actives 12% (n = 300,000). AID 2314. cell reporter, cycloheximide protein synthesis inhibition counterscreen. max response, %; in the data active means max response mostly above about 13%, no sharp cut-off; inactive means mostly below about 14%; further: read at 38.3 µM for the half of the compounds with a filed dose; 0% is about no effect
Giardia FBPA inh = blocks Giardia fructose-bisphosphate aldolase activity. Potency, µM (highest dose often 59.6 µM), without a hit: at the highest dose activity, negative = inhibition, usual class: inhibitors. AID 2451. purified Giardia FBPA. A8B2U2. actives 0.71% (n = 290,000); further: potency means the concentration at half of the fitted maximal effect; on the % scale 0 is the no-effect control and ±100 the full control effect; nearly all actives have a fitted effect of over 55% in size
Target sequence (A8B2U2 whole entry, looked up): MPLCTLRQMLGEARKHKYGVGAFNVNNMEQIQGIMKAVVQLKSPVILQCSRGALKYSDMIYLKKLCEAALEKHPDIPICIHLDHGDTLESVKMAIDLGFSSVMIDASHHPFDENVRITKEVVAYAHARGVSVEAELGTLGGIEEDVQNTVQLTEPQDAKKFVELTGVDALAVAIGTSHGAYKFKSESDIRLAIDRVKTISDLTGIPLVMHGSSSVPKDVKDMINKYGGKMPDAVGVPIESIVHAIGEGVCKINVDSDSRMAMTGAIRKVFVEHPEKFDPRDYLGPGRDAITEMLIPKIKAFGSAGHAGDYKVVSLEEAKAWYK
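40 nM FBPA preincubated 10 min at RT with compound (up to 57.5 uM final), then substrate plus GAPDH/TPI/NAD/arsenate coupling and diaphorase/resazurin added. Fluorescence read after 20 min at RT, 525/598 nm.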
HCV inh = inhibitors of hepatitis C virus infection. Huh7.5.1 HCVcc-Cre infection, luciferase reporter, 44 h. Potency, µM (top dose mostly 41.8 µM), inactives show at the highest dose activity change, negative = inhibition, hits mostly inhibitors. actives 3.4% (n = 340,000); further: potency means the concentration at half of the fitted maximal effect; on the % scale 0 is the no-effect control and ±100 the full control effect
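Infectious HCVcc-Cre (~0.5 moi) was added to cells just after compound, with cells seeded 4 h earlier at 1,000 per well. Luciferase activity after 44 h culture reported infection; substrate was incubated 15 min at room temperature before reading.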
Pf growth 48h = inhibits P. falciparum growth in the first generation, 48 h. P. falciparum luciferase growth in erythrocytes, 48 h. Potency, µM (highest dose often 28.7 µM), without a hit: top-dose activity change, negative = inhibition, hits mostly inhibitors. actives 5.9% (n = 310,000). AID 504832; further: potency means the concentration at half of the fitted maximal effect; on the % scale 0 is the no-effect control and ±100 the full control effect
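Parasite viability was followed by luminescence of a genomically integrated firefly luciferase. Cultures held 0.1% parasitemia at 2% hematocrit (final), incubated under 5% CO2 at 37 C.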
Pf growth 96h = P. falciparum growth inhibition at 96 hours. P. falciparum luciferase reporter growth, 96 h. Potency, µM (top dose mostly 28.7 µM), for inactives: top-dose activity change, negative = inhibition, actives largely listed as inhibitors. actives 6.9% (n = 320,000); further: potency means the concentration at half of the fitted maximal effect; on the % scale 0 is the no-effect control and ±100 the full control effect
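P. falciparum expressing integrated firefly luciferase, in erythrocytes at 2% hematocrit, 0.05% parasitemia, incubated with compounds 96 h at 37 C, 5% CO2. Growth inhibition read as loss of luminescence; two-generation exposure targets delayed-death apicoplast inhibitors.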
Shiga toxin inh = Shiga toxin inhibition | Vero cells, Shiga toxin protein synthesis inhibition reporter | inhibition, % at 38.7 µM | actives 9.2% (n = 290,000); in the data active means inhibition mostly above about 28%, no sharp cut-off; inactive means mostly below about 43%; further: 0% is about no effect
An asterisk follows results filed as active; ? = inconclusive; · = no result given; & = joins results of further samples; [ ] = dose if it differs, or a comment. Unless noted, the call rests on the fitted dose curve; in most records, active means well fitted curve in the direction sought with a large enough effect; inconclusive means small, poorly fitted or top-dose-only effect, or another doubt; inactive means no such curve, though single readings can be large; an effect the other way counts as inactive or inconclusive.

mol	Cycloheximide cs	Giardia FBPA inh	HCV inh	Pf growth 48h	Pf growth 96h	Shiga toxin inh
c1ccc(-n2nnnc2Oc2cccc3cccnc23)cc1	4	?	-10%	0%	3%	16
COc1ccc(/C=N/NC(=O)c2c(C)nc3ccc(Cl)cn23)cc1OC	-1	1%	5%	·	29%	-5
CC(=O)OCC1CCCC2=C(C)C(=O)CCC21COC(C)=O (stereo unspecified)	0	2%	15%	4%	34%	-2
O=c1cc(CN2CCOCC2)c2cc(Cl)c(O)cc2o1	-5	-8%	-7%	0%	1%	1
CCCOc1ccc(C(CC(=O)O)NC(=O)c2sc3ccccc3c2Cl)cc1 (stereo unspecified)	9	14%	21%	47%[activator]	10%	-3
O=C(CC1SC2=NCCN2C1=O)Nc1ccc(Br)cc1 (stereo unspecified)	-4	3%	3%	-14%	·	-2
CC(NC(=O)c1cc(S(=O)(=O)N2CCOCC2)cn1C)c1ccccc1 (stereo unspecified)	-4	3%	24%	15%	22%	-8
Cc1cccn2c(=O)c(C=O)c(Nc3ccccc3)nc12	-3	5%	?	38%[activator]	44%[activator]	-1
CCS(=O)(=O)n1nc(-c2ccco2)nc1SC	7	28µM*	14%	?	-20%	42
O=C(NC1CC1)C1CCN(C2CCN(C(=O)CC3=CCCCC3)CC2)CC1	-2	-1%	-4%	-18%	?	-5
O=C1OC(c2ccccc2)Cc2cc(C(=O)N3CCN(c4ccc(F)cc4)CC3)ccc21 (stereo unspecified)	·	·	-27%	?	-12%	·
Cc1ccccc1C(=O)N1CCC(C(=O)NCc2ccc(Cl)cc2)CC1	12	·	-18%	-12%	15%	-26
COC(=O)c1ccc(CSc2ccc3nnc(-c4ccc(F)cc4)n3n2)o1	-6	-1%	11%	?	?	-9
c1ccc(Nc2ccccn2)cc1	17*	0%	-12%	23%	·	4
CCc1ccc(-c2nc(CS(=O)CC(=O)NCc3ccccc3)c(C)o2)cc1 (stereo unspecified)	13	·	-20%	14%	-22%	-13
COC(=O)C1=C(c2ccc(-c3ccccc3)c(F)c2)C[C@@H]2CC[C@H]1N2C(=O)NCCNC(C)=O	·	·	-9%	?	-6%	·
Cc1cc2oc(=O)sc2cc1NS(=O)(=O)c1ccccc1	-5	8%	-13%	9%	7%	-12
O=C(CCCCC(=O)NCCCc1ccccc1)NCCCc1ccccc1	-3	4%	-1%	-6%	?	-4
O=C(N/N=C1/CN2CCC1CC2)c1cc2ccccc2cc1O	-4	-16%	4%	13µM*	32%[activator]	-13
COC(=O)Cc1c(OC)ccn(CCc2c[nH]c3ccccc23)c1=O	34*	-7%	0%	195%[activator]	460%[activator]	103*
CC(=O)c1cccn1S(=O)(=O)c1ccccc1	1	3%	5%	·	13%	-3
O=C(NNC(=O)C12CC3CC(CC(C3)C1)C2)c1ccncc1	8	-21%	14%	6%	-29%	-4
COC(=O)C1CCN(C(=O)c2ccc3nc(-c4cccc(OC)c4)oc3c2)CC1	76*	·	15%	1%	-22%	95*
CCOC(=O)N1CCN(CC(=O)N2CCC(C(N)=O)CC2)CC1	-1	0%	-26%	12%	6%	-6
CC(C)Cn1c(=O)c2sccc2n2c(CCCC(=O)NC3CCN(Cc4ccccc4)CC3)nnc12	-4	-4%	-25%	0%	23%	13
CCC(C(=O)N1CCN(S(C)(=O)=O)CC1)c1ccccc1 (stereo unspecified)	-2	3%	?	-6%	34%[activator]	-2
CCOC(=O)C1=C(COC(=O)COc2ccc(C(=O)CC)cc2)NC(=O)NC1C (stereo unspecified)	·	·	22%	6%	35%[activator]	·
CCCOc1ccc(C(=O)NNC(=S)NC(=O)c2ccco2)cc1	7	?	-25%	?	?	14
COc1ccc(C2C(CC(=O)O)=C(Nc3ccccc3)C(=O)N2c2ccccc2)cc1 (stereo unspecified)	37*	12%	-4%	75%[activator]	10%	132
CC1=C(C(=O)Nc2cccc(F)c2)C(c2ccsc2)C2=C(CC(C)(C)CC2=O)N1 (stereo unspecified)	-1	2%	-14%	?	?	-6

Entries of single compounds, looked up by structure. Order of screens: Cycloheximide cs, Giardia FBPA inh, HCV inh, Pf growth 48h, Pf growth 96h, Shiga toxin inh
Entry for COC(=O)c1ccc(CSc2ccc3nnc(-c4ccc(F)cc4)n3n2)o1 : -6, -1%, 11%, ?, ?, -9
Entry for CC(=O)c1cccn1S(=O)(=O)c1ccccc1 : 1, 3%, 5%, ·, 13%, -3
Entry for Cc1ccccc1C(=O)N1CCC(C(=O)NCc2ccc(Cl)cc2)CC1 : 12, ·, -18%, -12%, 15%, -26
Entry for COC(=O)Cc1c(OC)ccn(CCc2c[nH]c3ccccc23)c1=O : 34*, -7%, 0%, 195%[activator], 460%[activator], 103*
Entry for CCc1ccc(-c2nc(CS(=O)CC(=O)NCc3ccccc3)c(C)o2)cc1 (stereo unspecified) : 13, ·, -20%, 14%, -22%, -13

Next compounds follow:
mol	Cycloheximide cs	Giardia FBPA inh	HCV inh	Pf growth 48h	Pf growth 96h	Shiga toxin inh
CCCC(C(=O)NCC1CCCO1)N(Cc1ccco1)C(=O)CNS(=O)(=O)c1ccccc1 (stereo unspecified)	-1	0%	15%	-7%	?	-15
COc1ccc(C(NC(=O)C(C)C)c2c(O)ccc3ccccc23)cc1 (stereo unspecified)	-4	-10%	-27%	?	-1%	-16
Cn1c(N)c(C(=O)COC(=O)c2cnc(Cl)c(Cl)c2)c(=O)n(C)c1=O	-3	6%	-12%	10%	8%	-6
O=C(CCn1nnc2ccccc21)Nc1nnc(COc2ccccc2F)s1	-4	7%	-4%	·	37%[activator]	-13
N#CC1=C(N)Oc2c(c(=O)oc3ccccc23)C1c1cccnc1 (stereo unspecified)	8	0%	14%	-50%	?	-12
O=C(OCc1nc2ccccc2s1)c1cnccn1	32*	4%	2%	137%[activator]	76%[activator]	93*
COc1ccc(NC(=O)c2ccc[n+]([O-])c2)cc1	-2	5%	1%	3%	-3%	13
CC(Oc1ccccc1)C(=O)N(CCC1=CCCCC1)c1c(N)n(Cc2ccccc2)c(=O)[nH]c1=O (stereo unspecified)	-2	·	-27%	?	?	-5
COc1ccc(-n2c(O)c(C=NC3CC3)c(=O)[nH]c2=O)cc1	-3	1%	-1%	-5%	-9%	35
CN(C)C(CNC(=O)CNC(=O)c1ccc(Br)cc1)c1ccccc1 (stereo unspecified)	2	15%	22%	0%	?	2
Cn1c(=O)c2c(nc(Br)n2Cc2c(F)cccc2Cl)n(C)c1=O	-4	-1%	·	?	·	-1
Cc1[nH]n(C(N)=S)c(=O)c1N=Nc1ccc(S(=O)(=O)N2CCCC2)cc1	19*	?	-2%	16%	0%	23
Cc1ccc(-n2c(C)n[nH]c2=S)cc1C	-4	?	1%	4%	53%[activator]	-2
COc1ccc(N2C(=O)C3CCCN3C2c2ccc(C)o2)cc1Cl (stereo unspecified)	-4	0%	0%	-5%	-16%	-16
COCCN(Cc1ccccc1)C(=S)Nc1ccc(OC(F)F)cc1	-3	-4%	-11%	7%	24%	-14
CN(CC(=O)Nc1ccccc1C(F)(F)F)C(=O)CN1C(=O)C2CCCCC2C1=O (stereo unspecified)	·	·	10%	0%	34%[activator]	·
COc1cccc(OCc2nnc(SCc3cc(=O)[nH]c4ccccc34)o2)c1	0	4%	-25%	-10%	?	12
COc1ccc(C(=O)N2CCC(C(=O)N3CCN(Cc4ccccc4)CC3)CC2)cc1	-1	3%	17%	-26%	-11%	-5
CN(C)CCNC=C(C(=O)Nc1ccc(Cl)cc1Cl)C(=O)Nc1ccc(Cl)cc1Cl	-4	1%	?	3.3µM*	1.9µM*	7
CCn1c(C)cs/c1=N\C(=S)Nc1ccccc1C	14	1%	-2%	0%	?	-14
CC(=O)Nc1ccc(CNc2ncnc3ccc(-c4c(C)noc4C)cc23)cc1	2	?	·	?	?	3
Cc1ccc(NC(=O)CCc2nnc3ccc(N4CCC(C)CC4)nn23)nc1	7	·	-3%	?	?	9
Cc1cc([N+](=O)[O-])ccc1NC(=O)c1cncc(Br)c1	-4	4%	19%	4%	224%[activator]	-4
CC(C)CC1c2[nH]c3ccccc3c2CCN1C(=O)C1CCOCC1 (stereo unspecified)	-3	-6%	1%	4.7µM*	4%	6
COCCN1C(=S)N[C@@H](c2cccc(F)c2)C(C(=O)OC)=C1C	-2&-2	1%&4%	·	?	?	-8&1
Cc1cccc(OCC(=O)NC2CCCc3ccccc32)c1C (stereo unspecified)	-3	-5%	?	-11%	?	-6
NC(=O)c1ccc(NC(=O)CN2CCN(c3ccccc3)CC2)cc1	-3	5%	9%	3%	?	·
O=C(NCCO)C(=O)NCC1OCCCN1S(=O)(=O)c1ccc2c(c1)OCCO2 (stereo unspecified)	1	·	14%	13%	22%	-11
COc1cc(C=Nc2cccc([N+](=O)[O-])c2C)ccc1OC(C)=O	-4	0%	34%[activator]	20%	-1%	-4
O=Cc1cccn1-c1cccnc1	10	2%	18%	27%	14%	-17
O=c1ccn(-c2cccc(C(F)(F)F)c2)nc1-c1ccn(-c2ccccc2)n1	10	32µM*	-14%	10µM*	0%	-18
Cn1c(-c2ccccc2)c[n+]2c1CCCCC2	1	2%	12%	9%	?	-13
COc1ccc(C(=O)NC(=S)Nc2ccc3oc(=O)ccc3c2)cc1OC	-3	-8%	5%	10%	32%[activator]	-7
Cc1ccc(NC(=O)NCCN2CCCCC2)cc1Cl	13*	-3%	-28%	-2%	?	1
CCN(CC)CCSc1nc(O)c(C(C)C)c(=O)[nH]1	-5	-10%	19%	·	65%[activator]	-9
Cc1cccc(OCCNC(=O)c2cncc(Br)c2)c1	6	4%	-12%	9%	4%	-3
COc1cc(/C=C2/C(=O)NN(c3ccc(Cl)c(Cl)c3)C2=O)cc([N+](=O)[O-])c1O	-4	-10%	-1%	-13%	?	-17
CCCCN(C)C(=O)c1nc2ccccn2c1CN1CCN(c2cnccn2)CC1	-3	-2%	24%	12%	?	3
C#CCN1C(=O)C(O)(CC(=O)c2cccc(OC)c2)c2ccccc21 (stereo unspecified)	3	-10%	1%	-13%	-5%	-13
Cc1ccc(-c2csc(NC(=O)c3cnccn3)n2)cc1C	2	-2%	16%	20%	-4%	8
Cc1ccc(NC(=S)NNC(=O)c2nn(C)c(C)c2Cl)cc1	36*	13%	30%[activator]	181%[activator]	167%[activator]	93*
CCN(CC)S(=O)(=O)c1cccc(C(=O)NCC2CCCCC2)c1	-4	13%	-19%	-24%	?	13
Cc1ccc(CN=c2c([N+](=O)[O-])nn(-c3cccc(Cl)c3)n2O)cc1	8	-14%	-1%	?	?	7
CN(Cc1ccc(OCC(O)CN(C)Cc2ccccc2)cc1)Cc1nccn1C (stereo unspecified)	-1	7%	-9%	-15%	?	1

Source: PubChem (National Center for Advancing Translational Sciences (NCATS))
